Screening results (PubChem BioAssay)
OPRM1-OPRD1 ag = agonists of OPRM1-OPRD1 heterodimerization, primary screen, cell-based, luminescence; cells; AID 504326, 2011; activation, % at 9.3 µM; 340,000 tested, 0.3% active; Mu-type opioid receptor (Homo sapiens) + Delta-type opioid receptor (Homo sapiens), …; in the data active = activation above about 18%;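 note: 0% = vehicle-treated cells and 100% = reference agonist; values of inactives mirror those of a sister screen read the other way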
HTR5A ag ctr = HTR5A agonists in luminescence cell assay, primary screen, counter-screen for OPRM1-OPRD1 heterodimer agonist project, full-deck HTS. 5-hydroxytryptamine receptor 5A (Homo sapiens), P47898. cell-based. activation, % at 9.3 µM. 340,000 tested, 0.61% active; in the data active = activation mostly above about 9.5%, no sharp cut-off; inactive = mostly below about 7.6%;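 note: 0% = cells with vehicle only and 100% = reference agonist; strong numbers were not always called active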
Target sequence (P47898 whole entry, looked up): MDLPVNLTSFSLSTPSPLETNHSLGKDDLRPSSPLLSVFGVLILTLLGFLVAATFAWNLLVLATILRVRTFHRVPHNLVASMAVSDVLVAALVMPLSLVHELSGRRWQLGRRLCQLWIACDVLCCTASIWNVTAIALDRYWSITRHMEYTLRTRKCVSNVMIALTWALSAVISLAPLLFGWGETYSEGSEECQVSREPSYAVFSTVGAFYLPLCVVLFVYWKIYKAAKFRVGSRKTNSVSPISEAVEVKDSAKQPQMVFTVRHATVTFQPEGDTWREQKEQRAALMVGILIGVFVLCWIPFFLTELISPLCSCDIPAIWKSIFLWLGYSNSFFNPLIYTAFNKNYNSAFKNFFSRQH
PKA-R2B act = activators of PKA-R2B holoenzyme, primary screen, biochemical, fluorescence polarization, Cy5-IP20, human; cAMP-dependent protein kinase catalytic subunit beta (Homo sapiens) + cAMP-dependent …; PKA-R2B holoenzyme dissociation; R2B truncated from residue 108, S112A mutant; 0% DMSO only, 100% 113 µM cGMP; activation, % at 11.4 µM; 340,000 tested, 0.079% active; AID 504700, 2011;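 active = activation above a cutoff set at the mean over all compounds plus 3 SD, cut at about 18% in these data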;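 note: higher means more holoenzyme dissociation and a rise in polarization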
V-ATPase pHluor = regulators of yeast V-ATPase proton pumping, primary screen, pHLuorin cytosolic pH fluorescence | S. cerevisiae | response, % at 10 µM | 350,000 tested, 0.37% active | AID 504577, 2011; in the data active = response mostly above about 7.3%, no sharp cut-off; inactive = mostly below about 5.4%; note: actives read high; inactives centre near 0; some compounds called inactive have numbers as strong as hits; reference of the scale not given here
HTR5A inv ctr = HTR5A inverse agonists in luminescence cell assay, primary screen, counter-screen for OPRM1-OPRD1 heterodimer inverse agonist project, full-deck HTS; AID 504634, 2011; HTR5A cell line, inverse agonism; inhibition, % at 9.3 µM; 5-hydroxytryptamine receptor 5A (Homo sapiens), P47898; 340,000 tested, 0.083% active; in the data active = inhibition mostly above about 23%, no sharp cut-off; inactive = mostly below about 18%;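 note: 0% = cells with DMSO and 100% = no-cell wells with DMSO; some compounds called inactive have numbers as strong as hits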
OPRM1-OPRD1 inv = inverse agonists of MOR-DOR heterodimerization, primary screen, cell-based, luminescence; cell-based MOR-DOR heterodimer luminescence, inverse agonism; 340,000 tested, 0.21% active; inhibition, % at 9.3 µM; in the data active = inhibition above about 22%, passing the limit was not always enough;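 note: 0% = cells with DMSO and 100% = wells without cells with DMSO; values of inactives mirror those of a sister screen read the other way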
PKA-R1A act = activators of PKA-R1A holoenzyme, primary screen, biochemical, fluorescence polarization, Cy5-IP20, bovine R1A, mouse PKAc; 340,000 tested, 0.083% active; PKA-R1A dissociation; scaled: DMSO 0%, 113 µM cGMP 100%; activation, % at 11.4 µM; cAMP-dependent protein kinase type I-alpha regulatory subunit (Bos taurus) + …;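 active = percent activation above the mean of all tested compounds plus 3 SD, cut at about 19% in these data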;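 note: higher means more PKAc released from R1A so a rise in polarization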
DAGLB inh = DAGLB lipase inhibitors, primary screen, biochemical, fluorescence, HTS; HEK293T DAGLB membrane lysate, EnzChek fluorogenic substrate; inhibition, % at 5.17 µM; 340,000 tested, 0.059% active; in the data active = inhibition above about 34%;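 note: 0% = enzyme with vehicle and 100% = wells lacking enzyme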
Target sequence (Q8NCG7 whole entry, looked up): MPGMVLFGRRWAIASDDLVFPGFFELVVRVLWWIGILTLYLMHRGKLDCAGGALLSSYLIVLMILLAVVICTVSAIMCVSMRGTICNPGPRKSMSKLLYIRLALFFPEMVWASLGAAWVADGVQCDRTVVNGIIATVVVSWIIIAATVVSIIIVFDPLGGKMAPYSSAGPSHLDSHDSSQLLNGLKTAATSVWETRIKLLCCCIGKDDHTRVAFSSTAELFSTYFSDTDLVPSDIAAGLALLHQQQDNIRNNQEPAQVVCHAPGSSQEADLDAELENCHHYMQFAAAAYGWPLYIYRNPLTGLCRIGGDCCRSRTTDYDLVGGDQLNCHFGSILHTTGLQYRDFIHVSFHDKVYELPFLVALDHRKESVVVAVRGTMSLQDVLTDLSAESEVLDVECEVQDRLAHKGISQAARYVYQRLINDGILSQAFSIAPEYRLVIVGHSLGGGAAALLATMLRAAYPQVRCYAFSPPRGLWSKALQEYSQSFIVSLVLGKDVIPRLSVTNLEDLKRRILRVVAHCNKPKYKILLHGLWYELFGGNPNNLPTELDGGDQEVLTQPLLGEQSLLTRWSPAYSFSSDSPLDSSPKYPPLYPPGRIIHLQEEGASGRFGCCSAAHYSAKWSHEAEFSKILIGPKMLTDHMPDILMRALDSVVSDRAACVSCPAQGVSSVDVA
Arr AP2 block = inhibitors of beta-arrestin/AP2 binding, primary screen, biochemical, GPCR trafficking, flow cytometry; beta-arrestin 1 C-terminal peptide binding to AP2 beta2-adaptin appendage (human); FITC-arrestin peptide / GST-AP2 beads; AP2 beta2 appendage carries R879A mutation; inhibition, % at 10 µM; 340,000 tested, 0.31% active;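 active = inhibition above a set limit, near 3 SD of compounds lacking own fluorescence, cut at about 54% in these data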;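 note: plate controls were DMSO wells for no effect and 5 µM unlabelled arrestin peptide for full effect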
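Measured by: flow cytometry, FL1 (488/535 nm); Material: AP2 appendage R879A on GSH beads; Evaluation: percent response; Timing: pre-incubation 12 min, peptide binding 1 h, room temperature; Also added: 50 nM FITC-arrestin peptide; Medium: PBS with 0.05% Tween 20 and 0.1% BSA.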
Pemphigus Ab inh = inhibitors of pemphigus antibody binding to DSG3, primary screen, biochemical, bead-based, flow cytometry, scFv-GFP; DSG3-coupled beads, scFv-anti-DSG3-GFP binding; stronger effect = lower value; binding (percent of control), % at 10 µM; 310,000 tested, 0.48% active; AID 588358, 2011;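 active = binding more than 3 SD below its plate's average and above zero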;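 note: hits lower antibody fragment binding to DSG3; some compounds called inactive have numbers as strong as hits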
An asterisk follows results filed as active; nt = not tested or not shown. An unsorted share of the library. About 2.4% of those tested had a hit in this group.

SMILES | OPRM1-OPRD1 ag | HTR5A ag ctr | PKA-R2B act | V-ATPase pHluor | HTR5A inv ctr | OPRM1-OPRD1 inv | PKA-R1A act | DAGLB inh | Arr AP2 block | Pemphigus Ab inh
CCOCCOCN(C#N)c1nc(OC)nc(N(C)C)n1 | -0.9 | -3.8 | 4.2 | -1.4 | 10.2 | 5.7 | 2.1 | -6.1 | 19.1 | 101.1
Cc1ccc(Cl)cc1NC(=O)CON=C(N)c1ccccc1 | -3.2 | 5.7 | 2.2 | -5.9 | -2.6 | 15.7 | -3.3 | -3.8 | 1.3 | 111.9
Cc1ccsc1/C=N/n1c(C2CCCCC2)n[nH]c1=S | 6.7 | 8.6 | -10.1 | -0.6 | -29.7 | -35.3 | -14.6 | -4.8 | 16.9 | 107.9
COC(=O)c1ccc(NC(=O)c2cccc(NC(=O)c3ccccc3)c2)cc1 | 0.4 | 3.2 | -4.3 | -1.3 | -0.9 | -2.4 | -3.4 | -1.8 | 17.0 | 117.5
Cc1ccc(Oc2ccc(NC(=O)Cn3ccsc3=N)cc2)cc1 | 0.6 | 3.0 | -4.9 | -2.5 | -6.1 | -3.6 | -0.9 | -0.2 | -1.4 | 109.9
CC(C)(C)[C@H]1COC(=O)[C@H](NC(=O)OCC2c3ccccc3-c3ccccc32)C/C=C\C[C@@H](CC(=O)N[C@H](CO)Cc2ccccc2)C(=O)N1 | -1.6 | 3.8 | -7.8 | 1.7 | 0.2 | 9.2 | -17.0 | -3.3 | 19.6 | 103.2
Cc1noc(C)c1COc1ccccc1C(=O)NNC(=O)c1ccccc1 | -3.2 | -4.8 | -21.0 | 0.4 | -18.0 | 17.1 | 0.0 | 3.0 | -10.3 | 99.1
c1ccc(SCc2nc(-c3ccncc3)n[nH]2)nc1 | 1.4 | 0.7 | -1.2 | -1.0 | -1.7 | -8.1 | 4.4 | -1.1 | 19.8 | 101.2
CCOc1ccc(-n2cc(C(=O)Nc3ccc(Cl)cn3)c3cc(OC)c(OC)cc3c2=O)cc1 | -2.5 | 0.7 | 5.5 | -0.4 | -1.8 | 15.1 | 1.0 | -2.4 | -1.6 | 105.0
O=C(CSc1cc(Cl)ccc1Cl)NCC(=O)Nc1ccc(F)c(F)c1F | 3.7 | 3.4 | 6.0 | -3.0 | 10.6 | -22.8 | -11.5 | 0.9 | -7.1 | 93.9
Cc1ccccc1S(=O)(=O)/N=C(/Nc1nc2ccccc2s1)c1ccccc1 | -5.7 | 2.7 | -3.7 | -1.6 | -16.2 | 21.2 | -3.4 | -1.8 | 0.8 | nt
O=C1CC(NS(=O)(=O)c2cccs2)CN1c1ccccc1 (stereo unspecified) | -3.9 | 1.5 | 0.2 | -2.5 | -5.3 | 19.0 | -2.5 | 1.8 | -3.4 | 101.2
COC(=O)c1c(-c2ccc(C)cc2)csc1NC(=O)Cc1ccc(OC)c(OC)c1 | 4.0 | 0.4 | 7.7 | 1.7 | -1.0 | -19.9 | -15.6 | -0.7 | -6.6 | 103.8
CCC(=O)c1cc2c(C)cc(=O)oc2c(C)c1OC(=O)C(C)C | -0.7 | -0.2 | 4.9 | 1.3 | -6.2 | 3.9 | -4.9 | -1.6 | 16.5 | nt
O=C1N=C(N2CCC(Cc3ccccc3)CC2)S/C1=C/c1cn[nH]c1-c1ccccc1 | -3.0 | -0.7 | -10.1 | -2.6 | -0.6 | 15.7 | -7.3 | 4.2 | 2.8 | 71.2
COc1ccc(Cn2c(=S)[nH]c3cc(C(=O)N4CCN(c5ccccc5)CC4)ccc3c2=O)cc1 | -0.1 | -1.8 | 2.8 | 1.9 | 5.4 | 0.5 | -14.2 | -1.1 | 12.2 | 95.0
COc1cccc(N2CC(NC(=O)C(=O)c3c[nH]c4ccccc34)CC2=O)c1 (stereo unspecified) | -0.6 | -0.9 | 4.8 | 2.8 | 2.5 | 3.6 | -0.3 | -0.6 | 22.6 | 103.1
COc1ccc2c(=O)cc(C(=O)O)oc2c1 | -1.0 | -1.4 | -0.1 | -0.7 | 4.0 | 5.0 | -12.9 | 1.2 | -5.4 | 108.5
O=C(N/N=C\c1ccc(CNS(=O)(=O)c2ccc(Cl)cc2)o1)C(=O)Nc1ccc(Oc2ccccc2)cc1 | 1.4 | 2.2 | -5.3 | 5.1 | -3.0 | -8.4 | 1.2 | 7.7 | 26.7 | 87.1
Cc1ccc(C)c(N2CCN(C(=O)CCCn3c(=S)[nH]c4cc5c(cc4c3=O)OCO5)CC2)c1 | -0.5 | 3.2 | 12.2 | 9.5 | -7.6 | 2.3 | 7.6 | -1.0 | -5.9 | 77.8*
CC(Oc1ccccc1F)C(=O)NNC(=O)Cc1ccc(S(=O)(=O)N2CCOCC2)s1 (stereo unspecified) | -2.6 | 5.8 | -9.8 | -1.1 | 11.2 | 10.1 | 10.2 | -0.1 | 3.6 | 95.9
CCOc1ccc(Cn2nnc(C(=O)NCCc3ccccc3)c2N)cc1 | 3.1 | -0.7 | -10.6 | -1.7 | 2.0 | -16.1 | -0.2 | 0.6 | -0.5 | 98.8
Cn1c(=O)c2[nH]c(N=Nc3ccc(N)cc3N)nc2n(C)c1=O | 0.1 | -1.8 | -12.2 | 10.8 | 5.1 | -0.2 | 3.1 | -0.7 | 23.7 | 111.2
Oc1ccccc1CNc1nccs1 | -2.0 | -1.4 | -4.3 | 1.4 | 5.4 | 9.0 | -1.9 | -2.8 | -19.4 | 91.6
COc1ccccc1NS(=O)(=O)c1cccc(NC(=O)C2CC(=O)N(Cc3ccccc3)C2)c1 (stereo unspecified) | -0.7 | 2.6 | -5.0 | 9.6 | -7.2 | 3.4 | -1.2 | -0.3 | 60.2* | 107.2
Following part.
SMILES | OPRM1-OPRD1 ag | HTR5A ag ctr | PKA-R2B act | V-ATPase pHluor | HTR5A inv ctr | OPRM1-OPRD1 inv | PKA-R1A act | DAGLB inh | Arr AP2 block | Pemphigus Ab inh
CCn1c(SCC(=O)NC2CCCCC2)nc2c(c1=O)SCC2 | -3.3 | -0.8 | 0.2 | -5.7 | 0.4 | 17.7 | -8.2 | 1.1 | 10.8 | nt
Cc1cc(C)n(/N=C/c2ccc(O)cc2)c(=O)c1C#N | -3.2 | -1.1 | 5.7 | 1.1 | -7.5 | 16.5 | 10.1 | 0.1 | 15.5 | 98.7
Cc1[nH]c2ccccc2c1C(=O)C(=O)N(C)C1CCCCC1 | -2.9 | -2.5 | -8.3 | -0.4 | 9.1 | 16.2 | 2.8 | -3.6 | 41.5 | 114.4
CC(C)(C)c1cc(NS(=O)(=O)c2ccc3c(c2)OCCO3)on1 | -2.8 | 9.0 | 2.4 | -12.4 | -23.5 | 13.8 | 11.3 | 1.3 | -0.5 | 101.8
O=C(C1CCCO1)N1CCC(O)(c2ccccc2)CC1 (stereo unspecified) | -0.4 | -3.4 | -6.6 | -6.6 | 17.8 | 2.0 | -13.8 | 1.0 | 15.5 | 92.5
COc1ccc(C/C(N)=N/n2cnnc2)cc1Cl | -1.4 | -1.8 | -9.0 | -2.7 | 2.1 | 5.9 | -8.3 | -3.8 | 11.5 | 106.5
COc1ccc(CCNS(=O)(=O)c2ccc(Br)s2)cc1 | 4.4 | -1.8 | -5.7 | -3.3 | 4.1 | -30.4 | 12.1 | -2.8 | 9.6 | 100.5
CCOC(=O)CNc1nc(Oc2ccc(=O)n(C)n2)nc(N(CC)CC)n1 | -3.9 | -2.4 | -10.1 | -0.1 | -12.4 | 18.2 | -11.2 | -2.2 | 15.4 | 106.5
C[C@H](CO)N1C[C@H](C)[C@H](CN(C)C(=O)Nc2cccc(C(F)(F)F)c2)OCc2cnnn2CCCC1=O | nt | nt | -5.5 | -1.3 | nt | nt | -5.7 | -0.3 | nt | nt
Cc1ccc(NC(=O)Cn2nnc(-c3ccccc3-n3cnnn3)n2)c(C)c1 | -1.9 | 4.2 | -3.9 | 3.0 | -11.5 | 9.6 | 2.5 | -3.6 | -3.1 | 100.1
CCOC(=O)C1CCN(C(=S)Nc2cc(C)ccc2C)CC1 | -3.2 | -0.1 | -4.7 | 21.8* | -5.0 | 15.6 | -4.0 | 0.1 | 3.6 | 78.6
CCc1sc(-c2ccccc2)nc1C(=O)OC | 3.0 | 0.1 | -1.9 | 0.8 | -0.3 | -14.7 | -10.0 | -6.3 | 3.9 | nt
Cc1ccc(NC(=O)COC(=O)COc2cccc3c2OC(C)(C)C3)cc1S(=O)(=O)N1CCOCC1 | -2.3 | -2.6 | -4.9 | 3.6 | 2.9 | 14.4 | -5.2 | -2.2 | -6.4 | 93.9
Cc1nnc(SCC(=O)Nc2ncc3c(n2)CC(c2ccccc2)CC3=O)s1 (stereo unspecified) | -1.6 | -0.5 | 7.0 | -2.5 | 1.2 | 7.8 | -1.8 | -2.4 | 8.5 | 109.2
CCN(CC)C(=O)c1cccc(NC(=O)C2=COCCO2)c1 | -0.8 | 2.7 | -0.9 | -3.5 | -9.7 | 4.3 | -1.3 | 2.3 | 68.1* | 101.8
O=C1N=c2ccccc2=C1c1c(O)n(-c2cccc(F)c2)[nH]c1=O | -6.1 | -7.0 | -4.5 | -1.6 | 18.7 | 36.5* | 4.1 | 4.5 | 32.6 | 91.9
COc1ccc(NS(=O)(=O)c2cccc(C(=O)NCC(c3ccco3)N(C)C)c2)cc1 (stereo unspecified) | 0.9 | -1.5 | -0.8 | 1.3 | 3.8 | -6.4 | -4.0 | 3.0 | 21.9 | 48.2
O=C(NCC(c1ccco1)N1CCCC1)c1ccccc1Sc1ccc(C(F)(F)F)cc1[N+](=O)[O-] (stereo unspecified) | 0.9 | 5.7 | -12.6 | -1.2 | -17.2 | -5.8 | -4.6 | 1.5 | -18.2 | 101.9
CC(C)CCn1c(=O)c2c(nc3n2CCCN3Cc2ccccc2)n(C)c1=O | 0.7 | 4.4 | -12.0 | 0.9 | -16.6 | -3.4 | -16.8 | 1.5 | -19.8 | 94.4
CCOC(=O)C(C)(C)Sc1nc2c(cnn2-c2ccc(Cl)cc2)c(=O)[nH]1 | 3.1 | 4.3 | -2.7 | -3.3 | -13.1 | -18.3 | -6.5 | 7.2 | -4.1 | 96.0
